PGC1a acetyl inh: lowers PGC1a acetylation signal in U2OS cells; AID 651687; AlphaScreen anti-acetyl-lysine; with virally co-expressed GCN5 acetyltransferase; 350,000 compounds, 0.17% hits; inhibition, % at 15.6 µM;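 active means every replicate shows inhibition of at least 40%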;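 further: 0% = neutral control wells and 100% = positive control wells; some results beyond the cut were filed as inactive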
miR-122 sensor: blocks miR-122 activity in Huh7 sensor cells; activation (reporter increase), % at 12.5 µM; AID 602342; 340,000 compounds, 0.3% hits; Huh7 miR-122 Renilla luciferase sensor, 48 h; neutral wells = 0, positive control = 100;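 active means mean replicate activation score at least 90 and every replicate individually at or above 90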;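 further: higher luciferase means less miR-122 activity so hits act as miR-122 inhibitors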
CASP6 VEID inh: blocks human caspase-6 cleavage activity. purified caspase-6, Z-VEID-R110 cleavage fluorescence. 350,000 compounds, 0.53% hits. AID 686996. P55212. inhibition, % at 12.5 µM;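 active means mean inhibition across replicates at least about 35%, with every replicate also reaching that limit, limit read from the data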;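 further: 0% = median of neutral control wells and 100% = no fluorescence left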
Target sequence (P55212 24-179 limits assumed): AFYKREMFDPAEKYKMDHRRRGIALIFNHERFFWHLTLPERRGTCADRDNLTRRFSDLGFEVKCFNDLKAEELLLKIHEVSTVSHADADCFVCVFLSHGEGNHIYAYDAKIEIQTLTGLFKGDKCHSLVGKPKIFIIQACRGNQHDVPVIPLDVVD
Target sequence (P55212 194-293 limits assumed): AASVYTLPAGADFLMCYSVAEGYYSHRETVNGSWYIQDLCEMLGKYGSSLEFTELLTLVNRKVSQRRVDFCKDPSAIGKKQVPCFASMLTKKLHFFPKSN
EWS-Fli inh: EWS/Fli transcriptional activity inhibition; A673 NR0B1-luciferase reporter, viability-normalised; inhibition, % at 12.6 µM; 350,000 compounds, 0.67% hits; AID 651661;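 active means mean inhibition of at least 50% after viability correction, with every replicate also passing that limit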;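 further: firefly luciferase signal divided by Alamar Blue viability fluorescence both relative to DMSO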
Cneo AK release: Cryptococcus neoformans lysis via adenylate kinase release; 360,000 compounds, 0.2% hits; C. neoformans lysis, adenylate kinase release luminescence, 4 h; normalised: neutral wells 0, clomiphene wells 100; lysis activity, % at 15 µM;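 active means mean lysis activity across replicates of at least 80%, whatever share of replicates individually reach that level; inactive means mean lysis activity below 80%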
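Material: C. neoformans cells | Amount: Yeast cell density of 5 × 10^6 cells/mL | Medium: Fresh YPD growth medium | Dosing: Single dose | Times: Static 4 h at 37 °C with compound, 1 h detection | Detection: AK luminescence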
FN deposition inh: fibronectin deposition inhibition; AH1F fibroblasts, Alexa488-fibronectin deposition fluorescence, overnight; 350,000 compounds, 0.086% hits; inhibition, % at 12.6 µM;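 active means mean inhibition across replicates of 30% or more, regardless of how many single replicates reach that level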;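 further: positive control wells lacked labelled fibronectin entirely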
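Material: AH1F fibroblast monolayer depositing Alexa488-labelled fibronectin into matrix / Amount: 10000 AH1F cells per well / Signal: fluorescence 485/525 nm / Medium: DMEM, 2% serum / Compound: single dose, pinned / Incubation: 1 h cell adhesion before compound, then overnight fibronectin incubation / Reagent: Alexa488-FN, 24 nM final / Read-out: inhibition of fibronectin deposition signal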
LGR2 inh: blocks bursicon-induced cAMP signaling via Drosophila LGR2; HEK293 LGR2, CRE-luciferase, bursicon-stimulated, 4 h; inhibition, % at 9.99 µM; 380,000 compounds, 0.35% hits; AID 720647;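 active means drop in luminescence signal, shown as inhibition above about 50% in the replicate tests, limit read from the data, passing the limit was not always enough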;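 further: agonist challenge used bursicon conditioned medium at about half maximal strength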
PAX8 inh HTS: PAX8 transcriptional activity inhibition; RMG-I TPO-luciferase reporter, SteadyGlo, 24 h; inhibition, % at 12.6 µM; 360,000 compounds, 1.2% hits; AID 652154;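 active means mean replicate inhibition at least 60% with every replicate also reaching 60%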;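 further: luciferase light reporting Pax8 driven TPO promoter activity; plate controls were median of neutral control wells for no effect and mitoxantrone controls for full effect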
An asterisk follows results filed as active; . = no result given; [ ] = dose if it differs, or a comment. Compounds were not picked by outcome; about 2.5% have a hit in one of these screens.

entry	SMILES	PGC1a acetyl inh	miR-122 sensor	CASP6 VEID inh	EWS-Fli inh	Cneo AK release	FN deposition inh	LGR2 inh	PAX8 inh HTS
1	C=C(C)COc1ccc2c(C)c(CC(=O)N3C[C@H]4C[C@@H](C3)c3cccc(=O)n3C4)c(=O)oc2c1C	-2.4	-2.9	-1.2	0.3	-0.7	.	6.6	.
2	CN(C)C(=O)C[C@H]1CC[C@@H]2[C@H](COC[C@H](O)CN2CC2CC2)O1	0.7	6.6[16.7 µM]	-11.9	-4.2	0.0	-8.8	-1.3	-9.7
3	Cn1c(-c2ccccc2F)cc2onc(-c3ccccc3)c2c1=O	.	-6.8	3.5	-103.4	-8.5	-14.3	39.0	-88.6
4	COC(=O)c1c(C)nc(C)c(C(=O)OC)c1-c1ccc(OC)c(OC)c1	-17.8	-4.1	0.2	-6.3	.	-3.5	.	4.1
5	C[C@H](NC(=O)C[C@@H]1C=C[C@H](NC(=O)Nc2ccc3c(c2)OCO3)[C@H](CO)O1)c1ccccc1	6.2	-3.1[16.7 µM]	.	-11.5	.	4.6	0.7	-9.8
6	COc1cccc2c1C1COC3C4CC(C(=O)O)C(C(C2)N13)N4C (stereo unspecified)	-1.9	2.9	-1.5	72.0*	.	-5.0	1.1	.
7	O=C(NN=Cc1ccc(OC(F)F)cc1)c1ccc(NS(=O)(=O)c2cccs2)cc1	.	.	0.6	-22.6	-3.6	-4.9	-13.4	-70.5
8	CC1(C)O[C@@H]2[C@H](O1)[C@@H](CO)O[C@H]2n1c(N2CCCCC2)nc2c(N)ncnc21	.	-4.5	3.1	-8.1	3.6	7.1	-33.5	-17.5
9	CNc1nc(Nc2ccc(C)c(Cl)c2)c2cnn(C)c2n1	-1.5	0.7	-0.8	10.7	6.6	.	-24.8	-9.7
10	C=CCN(CC=C)C(=O)Cc1ccc(F)cc1	16.6	-8.8	.	.	-2.2	-7.1	.	-32.2
11	O=C(c1ccc(Cn2cc(Br)cn2)cc1)N1N=C(C(F)F)CC1(O)C(F)F (stereo unspecified)	4.2	.	2.3	15.2	.	7.9	.	-2.8
12	Cc1cccc(C(=O)O/N=C(\N)c2ccc(Cl)cc2)c1	.	.	-2.6	-110.5	.	9.0	-16.7	-84.7
13	O=C(CN1CCN(S(=O)(=O)/C=C/c2ccccc2)CC1)Nc1ccc(N2CCOCC2)cc1	-13.7	-7.7	6.8	6.2	4.5	-7.1	3.1	8.9
14	O=C1CCCN1CCC1CCN(C2CC(=O)N(Cc3ccc(N4CCCC4=O)cc3)C2=O)CC1 (stereo unspecified)	-2.8	.	-5.7	6.1	.	.	-3.6	.
15	C[C@H]1CN([C@@H](C)CO)C(=O)Cc2cc(NC(=O)Nc3ccc4c(c3)OCO4)ccc2O[C@@H]1CN(C)C(=O)Nc1ccc2c(c1)OCO2	-12.1	-5.9[16.7 µM]	-0.2	-8.1	-0.3	.	-12.2	-25.6
16	COCC(=O)N1CCCCN2[C@H](CO)[C@H](c3ccc(-c4ccc(F)cc4)cc3)[C@@H]2C1	3.4	-1.7[16.7 µM]	1.6	.	-0.8	.	15.0	2.8
17	Cc1ccc(Nc2ncnc3ccccc23)cc1	13.7	-3.7	0.4	-118.9	-2.9	-1.5	-98.7	-249.5
18	O=C(/C(=N/O)n1cncn1)c1ccccc1Cl	3.9	1.2	2.5	-19.9	-5.6	5.5	8.8	-4.3
19	Cc1cc([N+](=O)[O-])nn1CC(=O)NNC(=S)Nc1ccc(F)cc1	11.7	-2.9	.	.	-4.0	3.2	11.6	.
20	CCSc1cc(N2CCCC2)nc(-c2cccc(C)c2)n1	.	.	-2.5	-2.8	.	3.4	-0.3	55.9
21	COc1cccc(-c2ccc3n(c2=O)C[C@@H]2[C@@H](CO)[C@H](C(=O)N4CCCCC4)N(C)[C@H]32)c1	-1.5	-8.4[16.7 µM]	0.5	7.3	-0.8	.	-4.2	9.9
22	CC(C)(C)c1ccc(C(=O)N2CCC(C(=O)NCC3CCCO3)CC2)cc1 (stereo unspecified)	-15.3	-3.8	.	.	14.3	-8.2	.	-120.8
23	C[C@@H]1CCCCO[C@@H](CN(C)S(=O)(=O)c2cn(C)cn2)[C@H](C)CN([C@H](C)CO)C(=O)c2cc(NC(=O)Nc3ccc(C(F)(F)F)cc3)ccc2O1	0.3	-3.1[16.7 µM]	.	10.8	2.6	.	-0.8	29.0
24	CCS(=O)(=O)Nc1ccc2c(c1)C(=O)N(C)C[C@@H](OC)[C@@H](C)CN(C(=O)C1CCC1)[C@@H](C)CO2	0.9	.	0.2	-1.6	-23.6	.	12.2	3.7
25	Cc1cc2ncn(C(=O)c3c(-c4ccccc4Cl)noc3C)c2cc1C	-11.9	1.9	.	.	45.3	-4.9	.	.
26	Cc1cnc(NC(=O)Cc2ccc(S(=O)(=O)N3CCOCC3)s2)s1	.	.	0.7	-9.2	.	-1.7	-25.1	2.6
27	Cc1ccccc1/C=N/Nc1ncnc2nc[nH]c12	-11.1	0.8	-1.8	-27.1	-2.9	5.0	-7.4	-21.6
28	C[C@@H]1CCCCO[C@H](CN(C)Cc2ccc(C(=O)O)cc2)[C@@H](C)CN([C@H](C)CO)C(=O)c2cc(NC(=O)c3ccccc3)ccc2O1	10.6	16.0[16.7 µM]	1.3	-6.9	1.5	-5.1	0.7	5.0
29	COc1ccc(OC)c2sc(Cl)nc12	1.1	.	-2.4	13.4	.	-5.2	-3.6	2.8
30	COCCNC(=O)CCSc1nc(-c2ccc(OC)cc2)cc(C(F)(F)F)n1	-38.0	-1.1	.	.	1.7	9.6	.	0.5

Three structures already listed, arranged by molecular weight, smallest number first.
entry	SMILES	PGC1a acetyl inh	miR-122 sensor	CASP6 VEID inh	EWS-Fli inh	Cneo AK release	FN deposition inh	LGR2 inh	PAX8 inh HTS
12	Cc1cccc(C(=O)O/N=C(\N)c2ccc(Cl)cc2)c1	.	.	-2.6	-110.5	.	9.0	-16.7	-84.7
20	CCSc1cc(N2CCCC2)nc(-c2cccc(C)c2)n1	.	.	-2.5	-2.8	.	3.4	-0.3	55.9
4	COC(=O)c1c(C)nc(C)c(C(=O)OC)c1-c1ccc(OC)c(OC)c1	-17.8	-4.1	0.2	-6.3	.	-3.5	.	4.1

Other records:
entry	SMILES	PGC1a acetyl inh	miR-122 sensor	CASP6 VEID inh	EWS-Fli inh	Cneo AK release	FN deposition inh	LGR2 inh	PAX8 inh HTS
31	CCOC(=O)N1CCC(NC(=O)c2ccc(CS(=O)c3cccc(Cl)c3)o2)CC1 (stereo unspecified)	-9.2	-2.7	1.0	6.4	2.5	-9.6	5.7	1.4
32	O=C(COC(=O)C1CCN(c2ccc(C(F)(F)F)cn2)CC1)c1ccc(Cl)cc1	6.3	-2.8	-3.0	-3.0	.	.	-5.1	0.5
33	CCN1[C@@H]2c3ccc(-c4ccccc4F)c(=O)n3C[C@H]1[C@H](CO)[C@H]2C(=O)N1CCOCC1	.	.	7.9	0.2	-1.1	.	-1.3	.
34	COc1ccc(CCC(=O)NCc2cn3ccc(C)cc3n2)cc1	.	4.2	-2.8	-8.4	-3.3	-8.8	-4.1	8.1
35	CCNC(=O)[C@H]1[C@H](CO)[C@H]2Cn3c(ccc(/C=C/c4ccccc4)c3=O)[C@@H]1N2C(=O)c1ccncc1	.	-0.4[16.7 µM]	0.3	9.3	-3.1	1.9	5.0	.
36	Cc1ccc2c(c1)c1c(n2CC(O)CN2CCCCCC2)CCCC1 (stereo unspecified)	.	.	.	12.8	0.2	-4.3	1.4	21.5
37	CC(C)C(NC(=O)C1CCC(C(C)(C)C)CC1)C(=O)NCCc1ccc(S(N)(=O)=O)cc1 (stereo unspecified)	.	-4.4	1.6	0.1	3.5	-10.6	-0.2	-11.9
38	Cc1cccc(-n2nnc(C(=O)NCc3ccccc3)c2N)c1	-21.1	-2.3	.	.	0.5	-3.3	.	.
39	Cc1cccc(C)c1NC(=O)c1sc(N)nc1-c1ccccc1	3.0	.	-0.9	5.6	-1.4	-6.9	-2.5	8.6
40	CC=Cc1ccc2n(c1=O)C[C@H]1[C@H](CO)[C@@H](C(=O)NCC3CC3)[C@@H]2N1CCC (mixture of isomers)	4.5	-9.8[16.7 µM]	-2.3	3.4	1.4	.	-3.4	0.5
41	CCOc1ccc(NC(=O)C2CCC(CNc3c(N4CCOCC4)c(=O)c3=O)CC2)cc1 (stereo unspecified)	1.3	-7.0	3.1	-3.7	-0.2	-1.2	-15.6	-8.5
42	C[C@@H]1CN([C@@H](C)CO)C(=O)c2cccc(NS(C)(=O)=O)c2O[C@H]1CN(C)S(=O)(=O)c1cccs1	-6.3	2.0[16.7 µM]	0.1	-0.6	2.2	-4.3	-3.0	.
43	C[C@H]1CN([C@@H](C)CO)S(=O)(=O)c2ccc(C#Cc3ccccn3)cc2O[C@H]1CN(C)Cc1ccccc1	-20.1	-6.8[16.7 µM]	-3.3	-3.4	0.5	5.3	3.9	.
44	CCc1nnc(SCC(=O)Nc2nnc(C)s2)n1CC1CCCO1 (stereo unspecified)	-8.7	.	0.6	.	-0.7	3.5	3.2	-1.9
45	CCOC(=O)c1csc(CCNC(=O)c2ccccc2)n1	.	.	-3.3	-36.5	.	-1.6	-8.9	6.3
46	O=C(C1CCOCC1)N1C[C@@H]2[C@H](c3ccccc31)[C@H](CO)N2C(=O)Nc1cccc(F)c1	0.5	-10.0[16.7 µM]	-1.6	12.2	0.3	-20.6	-35.7	-5.8
47	CC(C)CNC(=S)NNC(=O)c1ccco1	0.9	-6.2	.	.	2.9	1.3	.	-5.4
48	O=C(N1CCOCC1)N1CCCC(c2nc(-c3cccs3)no2)C1 (stereo unspecified)	-3.2	-6.5	-2.4	.	0.9	.	3.3	.
49	CO[C@H]1CN(C)C(=O)c2cc(NC(=O)C3CCC3)ccc2OC[C@@H](C)N(Cc2nccs2)C[C@H]1C	.	10.0[16.7 µM]	-0.9	0.0	51.8	2.8	9.8	-2.5
50	O=C(C[n+]1ccccc1)c1ccc(-c2ccccc2)cc1	-4.4	.	-12.0	-7.8	.	-1.5	-21.6	12.1
51	COc1cccc(C(=O)COc2ccc(NC(=O)c3ccccc3)cc2)c1	6.5	-8.2	0.3	-5.6	-14.6	8.0	-2.2	.
52	COc1cc(C=C2NC(=O)NC2=O)ccc1O	-6.6	-8.2	-1.2	5.3	7.6	1.2	-1.4	-5.8
53	Cc1cccc(NC(=S)N2CCN(S(=O)(=O)c3ccccc3)CC2)c1	.	.	0.8	.	-0.4	10.9	-0.4	5.1
54	CCC(C)N1C(=O)CCC1C(=O)N1CCN(c2ccc(F)cc2)CC1 (stereo unspecified)	17.1	.	.	.	0.0	7.2	-7.7	.
55	COc1cc2c(CCNC(C)=O)c[nH]c2cc1Cl	-4.5	-2.5	.	-5.6	-3.1	-4.3	.	-22.7
56	CC(=O)Nc1ccc(S(=O)(=O)N2CCN(CCc3ccccc3)CC2)cc1	-2.6	-1.3	-0.8	9.8	-0.6	-6.2	-2.6	-6.8
57	C[C@H](CO)N1C[C@H](C)[C@H](CN(C)C(=O)NC2CCCCC2)Oc2c(NS(=O)(=O)c3cccs3)cccc2C1=O	5.9	4.9[16.7 µM]	-2.2	-6.3	-2.4	.	-12.0	.
58	COc1ccc2cc(C(=O)C3CCCN(C(=O)c4ccnn4C)C3)ccc2c1 (stereo unspecified)	13.0	2.0	-1.2	-31.0	-0.4	0.0	-1.1	-4.0
59	CCCc1cn(CC[C@@H]2CC[C@H](NC(=O)Nc3ccc4c(c3)OCO4)[C@H](CO)O2)nn1	-13.1	.	-0.1	-4.9	44.1	.	0.2	9.0
60	C[C@H](CO)N1C[C@H](C)[C@@H](CN(C)S(=O)(=O)c2ccccc2)Oc2ncc(/C=C/c3ccccc3)cc2C1=O	-9.4	-4.4[16.7 µM]	-0.9	9.6	-3.6	-1.2	3.0	.

Source: PubChem
